UPR XBP1 act: activators of adaptive XBP1 UPR arm, primary screen, cell-based, CHO-XBP1 luciferase reporter, luminescence, uHTS. IRE1-XBP1 UPR activation; percent of tunicamycin response, DMSO as zero. activation, % at 20 µM. 0.33% of 330,000 active. AID 463104, 2010;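 active = versus positive control, 20 µM dose yields 30% or more activation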;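 also: 100% = tunicamycin at 10 µg/mL and 0% = DMSO only wells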
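Material: CHO cell line with stable XBP1 luciferase reporter; schedule: 16-18 h cell attachment at 37 °C, then 6 h compound exposure; signal: glow luminescence from Steady-Glo reagent; medium: serum-containing F12 medium, 10% FBS; benchmarks: tunicamycin 10 µg/mL and vehicle-only wells; read-out: percent activation relative to tunicamycin reference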
tim23-1 inh: growth inhibitors of tim23-1 mutant yeast, primary screen, luminescence, uHTS; S. cerevisiae tim23-1 growth, BacTiter-Glo luminescence, 24 h; inhibition, % at 20 µM; 1.3% of 330,000 active; AID 463212, 2010;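 active = growth inhibition of the mutant yeast at or above 50%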;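 also: temperature-sensitive mutant grown at 25 °C; plate controls were DMSO-treated mutant yeast for no effect and medium wells lacking yeast for full effect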
Mdm2-MdmX inh: inhibitors of human Mdm2-MdmX association, primary screen, cell-based, luminescence, split luciferase, SaOS-2, uHTS. inhibition, % at 8 µM. SaOS-2 split-luciferase Mdm2/MdmX complementation. 3% of 330,000 active. Protein Mdm4 (Homo sapiens) + E3 ubiquitin-protein ligase Mdm2 (Homo sapiens), …;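 active = inhibition of at least 50% at 8 µM in the primary screen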
APJ antagonist: antagonists of human apelin receptor APJ, primary screen, CHO-K1 cells, beta-arrestin complementation, luminescence; P35414; inhibition, % at 20 µM; 0.32% of 330,000 active;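 active = inhibition above about 40% at 20 µM, limit read from the data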;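 also: cells challenged with 10 nM apelin-13 agonist together with compound; plate controls were apelin-13 plus DMSO wells for no effect and DMSO wells lacking apelin-13 for full effect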
CCR6 antagonist: CCR6 receptor antagonists, primary screen, cell-based, CHO-K1, luminescence, beta-arrestin, uHTS; C-C chemokine receptor type 6 (Homo sapiens), P51684; CHO-K1 CCR6 PathHunter beta-arrestin, CCL20-stimulated; inhibition, % at 20 µM; 0.49% of 340,000 active;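 active = compounds whose inhibition of the agonist-driven luminescence signal at 20 µM reaches about 50%, limit read from the data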;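 also: cells stimulated with CCL20 at 14 nM final; plate controls were DMSO with CCL20 for no effect and DMSO without agonist for full effect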
Target sequence (P51684 whole entry, looked up): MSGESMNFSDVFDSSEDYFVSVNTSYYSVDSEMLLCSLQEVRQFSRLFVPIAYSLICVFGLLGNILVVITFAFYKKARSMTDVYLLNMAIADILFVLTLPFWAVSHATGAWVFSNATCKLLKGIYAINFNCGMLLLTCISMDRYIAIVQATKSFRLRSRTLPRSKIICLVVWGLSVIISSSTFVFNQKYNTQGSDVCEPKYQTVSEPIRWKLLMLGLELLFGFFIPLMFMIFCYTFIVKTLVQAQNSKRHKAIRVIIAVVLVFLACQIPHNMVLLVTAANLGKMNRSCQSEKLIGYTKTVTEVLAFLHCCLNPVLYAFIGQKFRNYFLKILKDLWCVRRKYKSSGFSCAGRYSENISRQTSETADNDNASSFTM
APJ ag: agonists of human apelin receptor APJ, primary screen, CHO-K1 cells, PathHunter beta-arrestin, luminescence | P35414 | 0% DMSO wells, 100% apelin | activation, % at 20 µM | 0.11% of 330,000 active | AID 2520, 2010;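 active = activation more than six SD over the plate average, tested at 20 µM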;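 also: 0% = DMSO alone and 100% = apelin-13 at 10 nM; some results filed as inactive read as strong as hits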
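Assay system: CHO-K1 cells stably expressing ProLink-tagged human APJ and arrestin–beta-gal acceptor. Compound dosing: 20 µM single point, 1% DMSO. Times: 16-18 h seeding, 90 min dark compound exposure, 60 min detection. Detection: beta-gal luminescence. Evaluation: APJ–arrestin association signal. Controls: negative DMSO alone, positive Apelin-13 at 10 nM.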
EBI2 block: EBI2 receptor antagonists, beta-arrestin recruitment, primary screen, cell-based, luminescence, 7a,25-OHC stimulation, uHTS; 0.81% of 360,000 active; inhibition, % at 5 µM; 7a,25-OHC stimulated; AID 651636, 2012; in the data active = inhibition above about 38%;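 also: enzyme fragment complementation signal reports receptor beta-arrestin coupling in cells; 0% = agonist plus DMSO wells and 100% = wells without agonist; some results beyond the cut were filed as inactive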
Target sequence (P32249 whole entry, looked up, the tested form may be a part): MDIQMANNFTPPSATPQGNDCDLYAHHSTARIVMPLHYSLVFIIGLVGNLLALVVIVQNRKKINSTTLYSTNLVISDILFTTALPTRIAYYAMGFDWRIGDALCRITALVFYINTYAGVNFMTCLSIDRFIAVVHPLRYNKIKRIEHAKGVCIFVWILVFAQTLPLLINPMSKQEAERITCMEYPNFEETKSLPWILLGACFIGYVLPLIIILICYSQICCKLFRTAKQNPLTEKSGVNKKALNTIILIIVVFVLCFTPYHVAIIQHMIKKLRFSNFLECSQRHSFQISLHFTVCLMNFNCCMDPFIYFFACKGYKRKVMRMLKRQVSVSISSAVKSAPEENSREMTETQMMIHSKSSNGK
CXCR6 inh: CXCR6 receptor inhibitors, primary screen, cell-based, beta-arrestin, luminescence, CHO-K1 PathHunter, 1536-well. C-X-C chemokine receptor type 6 (Homo sapiens), O00574. inhibition, % at 20 µM. 0.36% of 360,000 active; in the data active = inhibition above about 34%, passing the limit was not always enough;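 also: antagonist mode with CXCL16 agonist at 10 nM final; 0% = 10 nM CXCL16 with DMSO and 100% = unstimulated wells without agonist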
Target sequence (O00574 whole entry, looked up): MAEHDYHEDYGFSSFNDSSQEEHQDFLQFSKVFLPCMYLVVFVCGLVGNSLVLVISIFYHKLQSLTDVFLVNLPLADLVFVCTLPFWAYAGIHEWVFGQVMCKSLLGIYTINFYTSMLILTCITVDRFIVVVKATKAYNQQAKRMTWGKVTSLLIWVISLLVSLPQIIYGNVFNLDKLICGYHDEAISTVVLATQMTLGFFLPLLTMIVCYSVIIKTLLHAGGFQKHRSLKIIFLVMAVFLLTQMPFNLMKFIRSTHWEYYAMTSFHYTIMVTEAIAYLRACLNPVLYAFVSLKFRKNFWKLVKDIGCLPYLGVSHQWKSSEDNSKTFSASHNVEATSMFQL
UPR CHOP act: activators of apoptotic CHOP UPR arm, primary screen, cell-based, CHO-CHOP luciferase reporter, luminescence, uHTS | 0.34% of 330,000 active | UPR activation; percent of tunicamycin response over DMSO baseline | activation, % at 10 µM;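 active = at 10 µM dose, activation of 40% or more, normalized to positive control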;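 also: 100% = tunicamycin at 10 µg/mL and 0% = DMSO alone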
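System: CHO CHOP reporter cells. Amount: 500 cells per well. Buffer or medium: F12 medium, 10% FBS. Compound dosing: one dose, 10 µM in 0.5% DMSO. Incubation: 6 h compound exposure at 37 °C after overnight seeding. Technique: Steady-Glo luciferase luminescence. Benchmarks: tunicamycin and DMSO controls.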
An asterisk follows results filed as active; . = not tested or not shown.

SMILES	UPR XBP1 act	tim23-1 inh	Mdm2-MdmX inh	APJ antagonist	CCR6 antagonist	APJ ag	EBI2 block	CXCR6 inh	UPR CHOP act
CC(C)Sc1cc(N2CCCC2)nc(-c2ccccc2)n1	-1.2	13.3	0.2	1.1	-7.1	-6.3	-9.2	2.1	-1.3
COc1ccc(C(C)=O)cc1COC(=O)c1cc(=O)c2ccccc2o1	-3.6	-3.9	27.7	12.3	10.7	-2.1	-8.8	0.8	2.0
O=S(Cc1ccc(Cl)cc1)CC(O)COc1ccc(Cl)cc1 (stereo unspecified)	1.1	7.4	-20.7	-17.3	-13.2	-1.4	75.5*	-6.4	0.1
O=C(COC(=O)c1ccc(Cl)c(S(=O)(=O)N2CCCCC2)c1)NCCc1ccccc1	-0.2	20.7	-9.0	-1.2	22.5	-9.1	1.9	3.8	-0.6
O=C1OCCC1Sc1nc2ccccc2[nH]1 (stereo unspecified)	-1.6	6.1	2.7	11.1	4.5	-0.8	-5.6	4.1	0.4
CCOc1ccc(N(CC(=O)NC2CCCCC2)C(=O)CSc2nnc(COc3ccccc3)o2)cc1	-0.3	9.6	54.7*	-1.9	9.6	2.1	14.0	16.6	3.3
Cc1ccc(NC(=O)C(c2ccccc2)N2CCN(C(=O)c3ccco3)CC2)cc1 (stereo unspecified)	-2.9	8.7	27.6	-4.1	-3.0	-5.2	-8.1	-1.4	4.3
O=C1NC(Cc2ccccc2)c2nc3cc(F)ccc3c(=O)n2-c2ccc(Cl)cc21 (stereo unspecified)	3.1	19.9	33.0	11.5	.	-4.6	.	.	0.5
Cc1ccc(N(CC2CO2)S(=O)(=O)c2ccc(C)cc2)cc1 (stereo unspecified)	7.0	17.9	1.2	9.5	14.1	-4.9	-2.7	0.8	-0.5
COc1cc2c(cc1OC)C(=S)NC(C)(C)C2	0.6	-0.8	32.3	6.4	-2.7	1.0	-20.0	4.6	0.5
O=[N+]([O-])c1ccc(NC2CCN(Cc3ccccc3)CC2)c([N+](=O)[O-])c1	-0.8	8.5	12.1	-9.1	9.4	-2.4	-24.1	-2.0	-1.5
CCOC(=O)CSC1=C(C#N)C(c2ccco2)C(C(=O)OCc2ccccc2)=C(C)N1 (stereo unspecified)	-0.4	24.8	42.4	9.7	20.2	0.3	12.6	10.5	-0.8
O=C(NCc1ccccc1Cl)C1CCN(S(=O)(=O)N2CCCCC2)CC1	-1.4	-1.9	-20.1	4.7	-7.2	-2.8	-14.1	3.4	0.2
COc1ccc(C(=O)Nc2ccc3ncccc3c2)cc1	-8.0	4.6	-37.5	-18.7	8.7	0.8	-3.8	3.4	-4.4
Cc1cccc(C)c1NC(=O)COC(=O)c1ccccc1O	-1.9	25.0	1.7	-14.8	2.0	2.9	-5.2	8.4	0.3
COc1ccc(OC)c(C(c2c(O)nc(SC)[nH]c2=O)c2c(O)nc(SC)[nH]c2=O)c1	-2.7	18.5	12.5	-23.7	9.2	3.6	-3.3	-11.0	1.6
COc1cc2nc(C3CCC3)nc(N3CCN(c4ccccn4)CC3)c2cc1OC	5.3	35.3	35.1	24.6	34.8	-4.1	52.5*	24.3	1.6
Cc1c(C(=O)N(C)C(C)c2ccccn2)oc2c(F)cccc12 (stereo unspecified)	-2.4	25.5	-18.3	19.0	12.1	-5.9	7.2	6.2	1.8
COc1ccc(N2C(=O)CCC2(C(N)=O)c2ccccc2)cc1 (stereo unspecified)	-3.4	-1.9	6.6	-2.4	.	-0.5	-13.0	-2.6	0.4
COc1cc(/C=C2\NC(=S)N(C)C2=O)ccc1OCc1cccc(F)c1	-6.3	-1.1	39.1	0.3	1.6	-2.3	-7.6	-14.8	-0.5
CC(Oc1ccccc1)C(=O)NC1CCSc2ccccc21 (stereo unspecified)	-1.8	18.5	-1.4	6.4	20.2	-5.0	11.3	7.7	0.5
COc1ccc(S(=O)(=O)Nc2ccc(C)cc2)cc1OC	-1.2	14.0	19.7	4.3	-7.4	-2.3	-7.2	-7.7	0.7
CCC(C)NS(=O)(=O)c1ccc(F)c(C(=O)Nc2c(F)cc(F)cc2Br)c1 (stereo unspecified)	4.7	11.4	0.8	-20.5	14.4	-2.7	5.5	3.4	0.5
CC(C)CN(C(=O)COC(=O)CCC(=O)c1ccc(Cl)cc1)c1c(N)n(Cc2ccccc2)c(=O)[nH]c1=O	-1.3	-5.2	-11.9	-37.5	-0.9	-4.5	-1.1	8.5	-1.4
O=C1NCCCC1C(=O)NCCNC(=O)C(F)(F)F (stereo unspecified)	0.4	-10.7	21.1	21.7	-8.1	-7.4	-13.8	-8.9	-2.3
CCN(CC)CCNC(=O)C1c2ccccc2C(=O)N(C)C1c1cn(C)c2ccccc12 (stereo unspecified)	-0.1	2.5	-8.7	11.5	-6.9	0.3	-1.6	-0.5	-0.6
CCOc1ccc(NC(=O)CN(C)C(=O)c2ccc3[nH]c4c(c3c2)CC(C)CC4)cc1OCC (stereo unspecified)	-0.7	7.2	15.5	2.7	3.9	-5.2	14.9	1.7	1.0
CNS(=O)(=O)c1cc(Cl)ccc1Sc1ccccc1C(=O)O	2.9	-13.3	9.0	5.1	-0.1	-3.9	-3.0	6.9	0.0
N#Cc1cnn(-c2ccccc2)c1NC(=O)CN1CCN(c2ccccc2)CC1	-3.0	-8.9	16.3	14.6	15.7	-3.0	3.9	4.4	-1.6
COC(=O)/C(=N/Nc1cccc(C)c1)N1CCCc2ccccc21	-1.4	22.4	12.8	4.0	-16.2	-2.5	-10.5	1.8	3.3

Gathered by group: those above containing an aryl thioether with sulfur outside any ring.
SMILES	UPR XBP1 act	tim23-1 inh	Mdm2-MdmX inh	APJ antagonist	CCR6 antagonist	APJ ag	EBI2 block	CXCR6 inh	UPR CHOP act
CC(C)Sc1cc(N2CCCC2)nc(-c2ccccc2)n1	-1.2	13.3	0.2	1.1	-7.1	-6.3	-9.2	2.1	-1.3
O=C1OCCC1Sc1nc2ccccc2[nH]1 (stereo unspecified)	-1.6	6.1	2.7	11.1	4.5	-0.8	-5.6	4.1	0.4
CCOc1ccc(N(CC(=O)NC2CCCCC2)C(=O)CSc2nnc(COc3ccccc3)o2)cc1	-0.3	9.6	54.7*	-1.9	9.6	2.1	14.0	16.6	3.3
COc1ccc(OC)c(C(c2c(O)nc(SC)[nH]c2=O)c2c(O)nc(SC)[nH]c2=O)c1	-2.7	18.5	12.5	-23.7	9.2	3.6	-3.3	-11.0	1.6
CNS(=O)(=O)c1cc(Cl)ccc1Sc1ccccc1C(=O)O	2.9	-13.3	9.0	5.1	-0.1	-3.9	-3.0	6.9	0.0

New compounds follow:
SMILES	UPR XBP1 act	tim23-1 inh	Mdm2-MdmX inh	APJ antagonist	CCR6 antagonist	APJ ag	EBI2 block	CXCR6 inh	UPR CHOP act
CCCn1nnnc1NC(=O)c1cc(Cl)ccc1Cl	-1.5	2.6	5.6	-6.6	2.7	-4.6	9.5	-4.1	-0.3
Cc1cccc(NC(=S)N(C)C)c1C	0.5	-2.5	-7.2	19.3	-0.2	2.5	4.0	-1.5	0.7
Cc1c(O)nc(SC2CC(=O)N(c3cc(Cl)cc(Cl)c3)C2=O)[nH]c1=O (stereo unspecified)	-0.9	29.8	9.8	10.6	15.8	-2.4	-3.0	16.9	0.0
Cc1ccc(N=C2S/C(=C\c3cn(CC(=O)O)c4ccccc34)C(=O)N2C)cc1	-1.5	13.9	-18.5	14.0	8.4	-0.4	-3.0	4.0	0.2
COC(=O)c1nc(Cl)c(Cl)c(N)c1Cl	4.5	-2.7	14.6	-19.2	8.2	-1.4	-8.9	1.4	0.3
N#CCc1nn2c(-c3ccccc3)ccnc2c1C#N	0.2	29.5	7.0	-2.2	8.2	-2.1	3.7	3.8	-0.1
CC1(C)Cc2c(C#N)c(N3CCOCC3)nc(Cc3ccccc3)c2CO1	-1.9	17.8	3.4	5.7	18.6	1.6	13.1	0.0	-0.8
Cc1ccc(OC(=O)CCN2C(=O)c3ccccc3C2=O)cc1C	-3.1	24.3	-27.3	6.8	15.9	-1.9	-4.5	-2.7	0.1
O=C(Nc1cccnc1)c1cccc(S(=O)(=O)Nc2cccc(Cl)c2)c1	-1.4	9.1	20.0	-11.0	-1.6	-2.6	2.1	-0.2	1.1
COC(=O)c1ccc(NC(=O)c2cccnc2)cc1	-2.6	10.4	-10.5	4.3	10.7	-2.3	-1.5	6.7	2.4
CC(=O)N/C(=N\OCc1ccccc1Cl)c1nonc1NC(C)=O	0.7	3.8	11.8	10.1	2.2	-2.9	-12.7	-11.0	-1.5
CCc1cccc2c(C(=O)C(NCCOC)c3ccccc3)c[nH]c12 (stereo unspecified)	-1.9	3.8	4.9	-1.1	9.4	-0.1	6.2	-0.1	1.5
Cc1ccc(NC(=O)CC2CS(=O)(=O)CC2CC(=O)Nc2ccc(C)c(C)c2)cc1C (stereo unspecified)	-1.1	0.7	11.6	5.6	8.4	2.7	1.6	-6.2	-1.9
CC(=O)C1C(c2ccc(Cl)cc2)c2c(n[nH]c2C)CC1(C)O (stereo unspecified)	-0.2	20.6	-18.3	-15.7	15.8	0.3	-10.8	-0.7	1.3
N/C(=N\OC(=O)c1cccs1)C1(c2ccc(Cl)cc2Cl)CC1	-1.3	74.3*	5.6	-1.4	8.7	-3.2	6.9	-3.5	-0.6
CCc1c(O)nc(SCc2ccc(F)cc2)[nH]c1=O	-5.8	-3.6	10.1	2.3	-4.3	1.4	6.9	7.1	-0.4
N#Cc1cc2c(nc1SCc1cccnc1)CCC2	3.7	24.8	9.5	5.3	5.9	1.4	9.7	-2.6	0.0
O=C1CC(c2ccccc2F)c2c(c3ccccc3[nH]c2=O)O1 (stereo unspecified)	0.7	-1.0	-10.7	-10.8	-21.3	-4.7	-1.3	-9.4	1.4
Cc1ccc(NC2=C(NCCO)C(=O)c3ccccc3C2=O)cc1	1.3	26.8	-32.5	-24.3	29.2	1.1	-2.1	-0.8	2.5
CCOC(=O)CC1C(=O)NCCN1S(=O)(=O)c1ccc(Cl)cc1Cl (stereo unspecified)	4.0	-6.2	2.0	-2.1	-4.6	-1.3	4.0	-6.0	1.9
O=c1cc(CCl)nc(Cc2c(Cl)cccc2Cl)[nH]1	0.4	1.1	36.3	-18.1	6.4	0.2	-8.4	-6.9	-0.9
O=C(Nc1ccc(F)cc1F)Nc1sccc1-c1nc2ccccc2s1	-1.1	19.2	12.0	6.5	-16.2	1.8	-7.1	2.6	-0.7
CO/N=C\c1cc(C(=O)c2ccc(Cl)cc2Cl)cn1C	-2.5	16.9	21.4	-2.9	1.5	-2.9	4.8	3.5	-1.0
NC(=S)Nc1cccc(Cl)c1	-2.9	5.8	16.1	1.4	11.2	-5.4	-5.9	3.6	0.5

The list is partial (hit frequency here may not be typical).
